AMPAR-TARP mod = modulates AMPAR-stargazin complexes. O88602+P19491. HEK293 GluA2+stargazin, membrane potential dye (FDSS), glutamate EC50; hits were called plate by plate, in both directions. calls only at 30 µM. hit rate 3.5% among 40,000;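 active = any of four per-well response measures lying three or more SD from its plate-wide compound average, in either direction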
AMPAR-TARP mod agonism max-min = recorded beside AMPAR-TARP mod, whose call it bears; compound max-min signal; compound-alone response (agonism);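 unitless range of fluorescence divided by baseline over first 100 seconds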
AMPAR-TARP mod glutamate slope = recorded beside AMPAR-TARP mod, whose call it bears; glutamate slope, % of max; measured here: glutamate response slope, % max;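 scaled per plate between vehicle wells and maximal 1 mM glutamate control wells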
* marks the source's active call; other numbers are inactive results; i = inactive; + = active, no number; & = joins results of further samples. Not all compounds are listed; count on the stated rates, not on these rows.

SMILES	AMPAR-TARP mod	AMPAR-TARP mod agonism max-min	AMPAR-TARP mod glutamate slope
COc1ccccc1NC(=O)CSc1nnc(-c2cc(C)oc2C)o1	i	0.091	66
CC(C)c1nnc(NC(=O)/C=C/c2ccco2)s1	i	0.11	63
CN1C(=O)N(C)C2(CCN(C(=O)c3ccc(F)cc3Cl)CC2)C1=O	i	0.087	59
CCn1c(=O)c(C(=O)NCCc2cccc(OC)c2)cc2cccnc21	i	0.077	63
CCCCCNC(=O)CCc1csc(NS(=O)(=O)c2ccc(F)cc2)n1	i	0.11	58
O=S(=O)(c1cccc(Cl)c1)N1CCN(c2ccc3nnc(-c4ccco4)n3n2)CC1	i	0.17	44
O=C(c1cccs1)N1CCc2ccc(NS(=O)(=O)c3ccc4c(c3)OCCO4)cc21	i	0.067	55
O=C1COc2ccc(Cl)cc2N1Cc1nc(-c2cccc(C(F)(F)F)c2)no1	i	0.11	57
COc1cc(NC(=O)C(=O)Nc2nc3ccccc3s2)ccc1N1CCCCC1=O	i	0.092	52
COc1ccccc1NC(=O)N1CCC(CNC(=O)C(=O)Nc2ccc(C)c(F)c2)CC1	i	0.083	53
O=C(Cc1ccccc1)N1CCCC(c2nnc(Cc3ccc(F)cc3)o2)C1 (stereo not drawn)	i	0.068	54
O=C(Cc1cc(-c2ccco2)on1)NCCCn1ccnc1	i	0.053	33
CCN(CC)C(=O)Cn1c(Cc2ccc(Cl)cc2)nc2ccccc21	i	0.04	58
Cc1cc(C)cc(C(=O)NCCn2ncc3c(N4CCN(Cc5ccccc5)CC4)ncnc32)c1	i	0.054	57
Cc1cc(=O)n(CC(=O)Nc2ccc(F)c(C(F)(F)F)c2)cn1	i	0.088	62
CCN1CC(c2nc3ccccc3n2Cc2ccc(Cl)cc2)CC1=O (stereo not drawn)	i	0.075	70
COc1ccc(CCC(=O)Nc2ccc(C)c(N3CCCCC3=O)c2)cc1	i	0.072	64
COc1ccc(NC(=O)c2ccc3c(c2)OCCO3)cc1OC	i	0.12	52
O=C(NCCCn1nc(-c2ccco2)ccc1=O)c1cc2ccccc2oc1=O	i	0.11	54
Cc1ccsc1C(O)CNC(=O)C(c1ccccc1)c1ccccc1 (stereo not drawn)	+	0.043*	59*
COc1ccc(CCNc2cc(C)nc3c(-c4ccccc4OC)c(C)nn23)cc1OC	i	0.15	50
COc1ccc(Cc2nnc(SCC(=O)Nc3ccc(NC(C)=O)cc3)n2N)cc1	i	0.069	55
Cc1ccc(C(=O)Nc2ccc(SCC(=O)NCc3cccs3)nn2)cc1	i	0.061	32
CC(C)(CCl)C(=O)Nc1ccc(N2CCCS2(=O)=O)cc1	i	0.032	38
COc1cccc(COC(=O)c2nnn(-c3ccc(C)cc3)c2C)c1	+	0.067*	82*

Additional structures
SMILES	AMPAR-TARP mod	AMPAR-TARP mod agonism max-min	AMPAR-TARP mod glutamate slope
Cc1ccc(NC(=O)Cn2cnc3nc(-c4cccnc4)ncc3c2=O)cc1F	i	0.1	63
CCOc1ccc(-c2cc(=O)n(CC(=O)NCCn3nc(-c4ccc(F)cc4)ccc3=O)cn2)cc1	i	0.074	55
COc1cccc(CCNC(=O)C(=O)Nc2ccc([N+](=O)[O-])cc2C)c1	i	0.12	71
N=c1c(C(=O)NC2CCCC2)cc2c(=O)n3ccccc3nc2n1C1CCCC1	+	0.14*	64*
C=CCN(CC=C)S(=O)(=O)c1ccc(C(=O)Nc2nnc(-c3ccc(C)c(C)c3)o2)cc1	i	0.074	56
CC(=O)N1CCN(c2oc(-c3ccc(F)cc3)nc2S(=O)(=O)c2ccc(C)cc2)CC1	i	0.1	65
CSCCn1c(=NC(=O)c2cc(C)no2)sc2cc(S(C)(=O)=O)ccc21	i	0.093	52
CNC(=O)C(=O)Nc1ccc2c(c1)N(C(=O)C(C)C)CCC2	i	0.056	51
Cc1ccccc1Cn1cc(C(=O)Nc2cccc(Cl)c2)ccc1=O	i	0.14	57
O=C(CS(=O)(=O)Cc1ccccc1)N(Cc1cccnc1)c1nc2ccccc2s1	i	0.1	39
CC1=CCC2C(=O)N(c3ccc(O)cc3)C(=O)C2C1 (stereo not drawn)	i	0.1	59
COc1ccccc1OCC(=O)Nc1ccc2c(c1)N(C(=O)c1ccco1)CC2	i	0.17	61
O=C(C1COCC(=O)N1Cc1ccccc1)N1CCn2c1nc1ccccc12 (stereo not drawn)	i	0.082	47
Cc1ccc2nc3c(cc(C(=O)N4CCc5ccccc5C4)n3C)c(=O)n2c1	i	0.11	61
COc1cc(NC(=O)Nc2ccc3c(c2)N(S(=O)(=O)c2ccccc2)CCC3)cc(OC)c1	i	0.086	11
O=C(Cc1csc(-n2cccc2)n1)Nc1ccc2c(c1)OCCO2	i	0.12	58
CCC(C)(C)OCC(O)CN1CCC(Cc2ccccc2)CC1 (stereo not drawn)	i	0.086	50
CS(=O)(=O)c1ccc(CC(=O)Nc2nc3c(ccc4ccccc43)s2)cc1	i	0.11	50
Cc1cc(Cl)cc2sc(NC(=O)CS(=O)(=O)Cc3ccccc3)nc12	i	0.13	52
CS(=O)(=O)N1CCC(CNC(=O)c2cccs2)CC1	i	0.055	41
O=C(Nc1nnc(Cc2cccs2)o1)c1ccccc1	i	0.057	50
CCOC(=O)c1sc(NC(=O)CCS(=O)(=O)c2ccc(OC)cc2)cc1C	i	0.11	69
CCCc1nnsc1C(=O)Nc1ccc2c(c1)N(C(=O)c1cccs1)CC2	i	0.12	51
CC(C)c1nnc(C2CCN(Cc3cccc(C(F)(F)F)c3)CC2)o1	i	0.056	55
O=C(NCCc1c[nH]c2ccccc12)C(=O)Nc1nc2ccccc2s1	i	0.094	49

Next section:
SMILES	AMPAR-TARP mod	AMPAR-TARP mod agonism max-min	AMPAR-TARP mod glutamate slope
CCOC(=O)N1CCc2nc(NC(=O)CCCSc3ccc(OC)cc3)sc2C1	i	0.098	82
Cc1[nH]c(=O)[nH]c(=O)c1CC(=O)NCc1ccccc1	i	0.12	86
O=C(CC(C(=O)O)N1CCCCC1)Nc1cccnc1 (stereo not drawn)	i	0.049	64
CCNC(=O)Cn1cnc2c1c(=O)[nH]c(=O)n2C	i	0.12	63
O=C(COc1ccc(Cl)cc1)N1CCC(c2ccsc2)CC1	i	0.13	79
O=C(CCCS(=O)(=O)c1ccccc1)Nc1ccc(O)c(-c2nc3ccccc3s2)c1	i	0.074	74
CS(=O)(=O)c1ccc(CC(=O)Nc2nc3c(s2)CCCC3)cc1	i	0.11	51
O=C(NCc1ccc(F)cc1)N1CCC(c2nc3ccccc3[nH]2)CC1	i	0.12	73
O=C(NCC1(O)CCCC1)c1nc2ccccc2s1	i	0.079	55
COCCCNC(=O)C(=O)Nc1c2c(nn1C(C)(C)C)CS(=O)(=O)C2	i	0.08	99
O=C(NCc1ccccc1)N1CCN(CCn2cccn2)CC1	i	0.12	44
COc1ccc(C(=O)Nc2nc3sc(C)c(C)c3c(=O)s2)cc1OC	i	0.098	52
CCOC(=O)CCC(=O)Nc1ccc(N2CCCCC2=O)c(OC)c1	i	0.11	51
COCCn1c(=O)c2c(nc3n(-c4ccc(C)cc4)c(C)cn23)n(C)c1=O	i	0.077	38
COc1ccc(F)cc1S(=O)(=O)NCC(c1cccs1)N1CCc2ccccc2C1 (stereo not drawn)	i	0.084	65
COc1ccc(-c2noc(C3CCN(S(=O)(=O)c4ccc(C)cc4)CC3)n2)c(OC)c1	i	0.077	53
O=C(NC1CCCC(O)C1)C1CCC1 (stereo not drawn)	i	0.14	88
COC(=O)c1ccc(C(=O)NCC2CCN(C(=O)c3cc4ccccc4o3)CC2)cc1	i	0.041	35
O=C(/C=C/c1ccccc1)N1CCC(c2nnc(-c3ccco3)o2)CC1	i	0.11	42
CC(=O)C(C)n1c(N2CCCCC2)nc2c1c(=O)n(C)c(=O)n2C (stereo not drawn)	i	0.084	65
CCC(Sc1ccc(NC(=O)c2cccc(F)c2)nn1)C(=O)OC (stereo not drawn)	i	0.099	40
COc1cc(O)c2c(=O)c(-c3ccc(O[C@@H]4O[C@H](CO)[C@@H](O)[C@H](O)[C@H]4O)cc3)coc2c1	i	0.045	49
COc1ccc(S(=O)(=O)CC(=O)Nc2ccc3nc(C)sc3c2)cc1	i	0.036	47
COc1ccc(NC(=O)c2nnn(-c3ccc(F)cc3)c2N)cc1	i	0.12	49
Cc1nnc(NC(=O)C2CN(C(=O)c3cnccn3)C2)s1	i	0.076	48

In another format: results already given
Second line of a record – AMPAR-TARP mod | AMPAR-TARP mod agonism max-min | AMPAR-TARP mod glutamate slope
> COCCn1c(=O)c2c(nc3n(-c4ccc(C)cc4)c(C)cn23)n(C)c1=O
    i | 0.077 | 38
> COc1ccc(F)cc1S(=O)(=O)NCC(c1cccs1)N1CCc2ccccc2C1 (stereo not drawn)
    i | 0.084 | 65
> COc1ccc(-c2noc(C3CCN(S(=O)(=O)c4ccc(C)cc4)CC3)n2)c(OC)c1
    i | 0.077 | 53
> O=C(NC1CCCC(O)C1)C1CCC1 (stereo not drawn)
    i | 0.14 | 88
> COC(=O)c1ccc(C(=O)NCC2CCN(C(=O)c3cc4ccccc4o3)CC2)cc1
    i | 0.041 | 35

Continued:
SMILES	AMPAR-TARP mod	AMPAR-TARP mod agonism max-min	AMPAR-TARP mod glutamate slope
COc1nn(C)cc1-c1nnc(SCC(=O)Nc2ccc(Cl)c(Cl)c2)n1C	i	0.094	63
COc1ccc(-c2nc(N)n(C(=O)c3ccc(F)cc3)n2)cc1	i	0.072	32
Cc1nn(C2CCS(=O)(=O)C2)c2nc(-c3ccccc3)cc(C(=O)N3CCC(C(N)=O)CC3)c12 (stereo not drawn)	i	0.099	60
CS(=O)(=O)c1ccc(CC(=O)N2CCN(c3nc4ccc(Cl)cc4s3)CC2)cc1	i	0.059	46
COc1ccccc1C(=O)NC1CC(=O)N(c2ccc(C)c(C)c2)C1 (stereo not drawn)	i	0.08	73
O=C(NCC1CCN(c2ncccn2)CC1)Nc1cccs1	i	0.12	67
CCCN1C(=O)C2ON(c3ccccc3)C(c3ccncc3)C2C1=O (stereo not drawn)	i	0.1	56
Cc1cc(C)c(S(=O)(=O)N2CCN(c3cc(-n4ccnc4)ncn3)CC2)c(C)c1	i	0.069	53
COc1ccc(C)cc1S(=O)(=O)N1CCN(Cc2nc(C(C)(C)C)cs2)CC1	i	0.11	47
CS(=O)(=O)N1CCCC(C(=O)N(Cc2ccccc2)Cc2ccccc2)C1 (stereo not drawn)	i	0.043	51
Cc1ccc(-n2nnc3c(=O)n(CC(=O)N4CCCc5ccccc54)cnc32)cc1C	i	0.11	68
COCc1cnc2c(c1SCC(=O)Nc1ccc(OC(F)(F)F)cc1)c(=O)n(C)c(=O)n2C	i	0.058	47
Cc1cn2c3c(=O)n(CC(N)=O)c(=O)n(C)c3nc2n1-c1ccc(Oc2ccccc2)cc1	i	0.049	51
COc1cc(C(=O)NCC2CCN(c3ccccn3)CC2)cc(OC)c1OC	i	0.089	52
O=S(=O)(c1cccc(F)c1)N1CCC(Cc2ccccc2)CC1	i	0.069	54
Cc1ccc(-c2nn(CCC(=O)NCc3ccccc3)c(=O)c3ccccc23)cc1	i	0.029	47
Cc1cc(C(=O)Nc2nc3ccc(C(C)C)cc3s2)on1	i	0.075	27
O=C(Cc1ccc(F)cc1)NCCC(O)c1ccccc1 (stereo not drawn)	i	0.077	62
CCOCCn1c(-n2nc(C)c(C)c2C)nc2c1c(=O)[nH]c(=O)n2C	i	0.065	49
O=[N+]([O-])c1ccc(CSc2ncc(CO)n2Cc2ccccc2)cc1	i	0.087	57
O=C(c1ccc(Br)cc1)N1CCN(c2ncnc3c2nnn3-c2ccc(F)cc2)CC1	i	0.07	54
COc1ccc(CC(=O)NCCOc2ccc3nnc(-c4cccc(OC)c4)n3n2)cc1	i	0.078	47
Cc1ccccc1-n1c(C)cn2c3c(=O)n(CCN4CCOCC4)c(=O)n(C)c3nc12	i	0.066	30
C#CCSc1nnc(-c2cn(C)nc2OC)n1C	i	0.078	56
CCN1CCc2nc(-c3ccc(F)cc3)n(CC(=O)Nc3cc(F)ccc3F)c(=O)c2C1	i	0.097	55

Whole records from above. Values in the order: AMPAR-TARP mod	AMPAR-TARP mod agonism max-min	AMPAR-TARP mod glutamate slope
Cc1cc(C(=O)Nc2nc3ccc(C(C)C)cc3s2)on1 in the list: i	0.075	27
CCOCCn1c(-n2nc(C)c(C)c2C)nc2c1c(=O)[nH]c(=O)n2C in the list: i	0.065	49
C#CCSc1nnc(-c2cn(C)nc2OC)n1C in the list: i	0.078	56
COc1ccc(-c2nc(N)n(C(=O)c3ccc(F)cc3)n2)cc1 in the list: i	0.072	32
CCN1CCc2nc(-c3ccc(F)cc3)n(CC(=O)Nc3cc(F)ccc3F)c(=O)c2C1 in the list: i	0.097	55

Continued.
SMILES	AMPAR-TARP mod	AMPAR-TARP mod agonism max-min	AMPAR-TARP mod glutamate slope
CCOC(=O)CC(=O)CSc1c(C)cnc2c1c(=O)n(C)c(=O)n2C	i	0.071	58
COc1ccc(Cl)cc1NC(=O)NCC(C)(O)C1CC1 (stereo not drawn)	i	0.13	64
CSc1cccc(NC(=O)c2sccc2N(C)S(=O)(=O)c2ccccc2)c1	i	0.086&0.041	45&108
Cn1c(C(F)(F)F)nn(CCNC(=O)c2csc(-c3ccccc3)n2)c1=O	i	0.087	57
COC(=O)c1ccc(C(=O)N2CCC(c3nnc(C)s3)CC2)cc1	i	0.075	59
COc1ccc(-n2c(C)cn3c4c(=O)n(CC(C)=O)c(=O)n(C)c4nc23)c(OC)c1	i	0.06	57
CN1CCOc2ccc(NC(=O)C3(c4ccccc4)CCOCC3)cc2C1=O	i	0.097	36
O=C(NCCOc1ccc2nnc(-c3cccc(F)c3)n2n1)Nc1ccc(F)c(Cl)c1	i	0.15	50
